Pin1 inh = inhibitors of human Pin1; Pin1 FP peptide displacement, HiFluor488, 10 min; Potency, µM (titrated, usually from 115 µM), inactives show at the top dose activity, negative = inhibition, actives largely listed as inhibitors; Q13526; hit rate 0.009% among 390,000; active means well fitted inhibition curve with a large enough effect in the polarisation, with a control signal flat, not every such curve was filed as active; inconclusive means small, poorly fitted or top-dose-only effect, or effect the other way, or a change in a side signal; inactive means no such curve, though single readings can be large or run the other way; the % refers to the polarisation; further: potency means the concentration at half of the fitted maximal effect; on the % scale 0 is the no-effect control and ±100 the full control effect
Target sequence (Q13526 whole entry, looked up): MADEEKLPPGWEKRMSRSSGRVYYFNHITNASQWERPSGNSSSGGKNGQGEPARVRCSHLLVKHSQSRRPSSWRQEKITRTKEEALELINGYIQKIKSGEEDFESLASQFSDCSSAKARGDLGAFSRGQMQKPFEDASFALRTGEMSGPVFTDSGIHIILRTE
rTrxR1 inhibitor = blocks rat thioredoxin reductase 1. recombinant rTrxR1, NADPH fluorescence consumption, selenite substrate. Potency, µM (titrated, usually from 114 µM), inactives show top-dose activity change, negative = inhibition, most hits filed as inhibitors. hit rate 1% among 390,000. AID 588453; further: potency means the concentration at half of the fitted maximal effect; on the % scale 0 is the no-effect control and ±100 the full control effect; nearly all actives have a fitted effect of over 65% in size
Target sequence (O89049 whole entry, looked up): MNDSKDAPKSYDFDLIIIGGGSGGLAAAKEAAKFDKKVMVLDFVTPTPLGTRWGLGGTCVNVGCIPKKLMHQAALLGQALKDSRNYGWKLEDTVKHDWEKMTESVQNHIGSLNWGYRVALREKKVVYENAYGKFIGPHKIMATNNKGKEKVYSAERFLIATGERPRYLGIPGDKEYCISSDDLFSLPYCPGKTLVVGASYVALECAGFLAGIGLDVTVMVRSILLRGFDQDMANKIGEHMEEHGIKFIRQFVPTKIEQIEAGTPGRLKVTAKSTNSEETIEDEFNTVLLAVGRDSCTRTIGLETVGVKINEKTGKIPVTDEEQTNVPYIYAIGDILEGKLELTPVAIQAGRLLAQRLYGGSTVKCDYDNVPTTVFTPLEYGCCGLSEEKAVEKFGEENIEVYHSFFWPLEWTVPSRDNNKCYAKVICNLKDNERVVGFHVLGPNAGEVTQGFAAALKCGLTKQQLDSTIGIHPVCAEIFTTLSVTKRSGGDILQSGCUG
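Rat TrxR1 (90 nM in the dispensed reagent) was pre-reduced with 400 uM NADPH for 5 min at room temperature, then incubated with compound for 15 min. After 400 uM selenite was added, NADPH fluorescence (Ex 340/Em 450 nm) was followed for 8 min.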
TRHR PAM = allosteric enhancers of human TRH receptor; P34981; TRHR cells, fluo-8 calcium fluorescence, EC20 TRH enhancement; enhancement, % at 2 µM; hit rate 0.66% among 360,000; AID 493056; in the data active means enhancement above about 30%; further: 0% is about no effect
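TRHR-expressing cells loaded with fluo-8 calcium dye were read kinetically (ex 480/em 530) during compound addition, then stimulated with an EC20 of TRH (10 nM final). Enhancement of the Gq-mediated intracellular calcium response was scored.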
D2 antagonist = antagonists of human D2 dopamine receptor | HEK293 TREx D2 cells, calcium flux, dopamine EC80 | P14416 | AID 485344 | hit rate 2% among 340,000 | inhibition, % at 10 µM; in the data active means inhibition above about 30%; further: 0% is about no effect
Target sequence (P14416 whole entry, looked up): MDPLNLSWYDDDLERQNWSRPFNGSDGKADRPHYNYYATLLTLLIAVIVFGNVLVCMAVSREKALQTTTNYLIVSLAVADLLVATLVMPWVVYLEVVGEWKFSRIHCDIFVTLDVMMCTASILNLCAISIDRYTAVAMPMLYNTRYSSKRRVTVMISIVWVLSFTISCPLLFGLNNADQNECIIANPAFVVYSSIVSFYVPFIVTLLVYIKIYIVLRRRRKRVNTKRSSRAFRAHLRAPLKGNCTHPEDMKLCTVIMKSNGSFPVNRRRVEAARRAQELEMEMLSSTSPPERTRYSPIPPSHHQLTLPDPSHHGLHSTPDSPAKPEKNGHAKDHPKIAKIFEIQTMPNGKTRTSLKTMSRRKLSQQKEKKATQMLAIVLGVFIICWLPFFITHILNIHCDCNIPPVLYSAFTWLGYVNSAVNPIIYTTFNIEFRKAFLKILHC
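Calcium mobilization kinetics were recorded at 1 s intervals in tetracycline-induced HEK293 T-REx D2 cells, first for 180 s after compound addition and then 180 s after EC80 dopamine.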
USP1 inh = USP1/UAF1 (human) deubiquitinase inhibition | hit rate 0.23% among 390,000 | recombinant USP1/UAF1, Ub-Rhodamine cleavage fluorescence | Potency, µM (series often up to 57.1 µM), for inactives: top-dose activity change, negative = inhibition, usual class: inhibitors | O94782; further: potency means the concentration at half of the fitted maximal effect; on the % scale 0 is the no-effect control and ±100 the full control effect; nearly all actives have a fitted effect of over 60% in size; inactives centre near -12
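Step one: compound is pinned into 1nM USP1/UAF1 in HEPES pH 7.8 buffer with TCEP. Step two: 15 min room-temperature incubation. Step three: Ub-Rho (150nM final) starts cleavage, tracked by fluorescence over six one-minute reads.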
D2 ag = D2 dopamine receptor (human) agonism | HEK293 T-REx D2 cells, calcium flux agonist mode | hit rate 0.53% among 340,000 | AID 485358 | activation, % at 2 µM | P14416;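 active means activation over 3 SD above normal in the single-dose calcium agonist read, cut at about 30% in these data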; further: 0% is about no effect
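Calcium-flux readout, 1 cycle/sec over 180 s following compound pin transfer, in inducible HEK293 Trex D2 cells (force-coupled); dopamine controls included. Positive calcium responses during this window marked compounds as potential agonists.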
TrxR1 substrate = rat thioredoxin reductase 1 substrate activity; purified TrxR1 substrate turnover, NADPH consumption readout; Potency, µM (highest dose often 114 µM), for inactives: at the highest dose activity change, negative = substrate turnover; hit rate 0.01% among 390,000; further: potency means the concentration at half of the fitted maximal effect; on the % scale 0 is the no-effect control and ±100 the full control effect; nearly all actives have a fitted effect of over 50% in size
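Rat TrxR1, dispensed at 90 nM, was prereduced with 400 uM NADPH (final) for 5 min at ~22 deg C, then incubated with compound 15 min before 400 uM selenite. A first-read NADPH fluorescence drop versus no-compound background flagged substrates.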
mIDH1 inhibitor = inhibitors of human mutant IDH1 R132H. IDH1-R132H enzyme, NADPH consumption, diaphorase/resazurin fluorescence. O75874. Potency, µM (series often up to 76.6 µM), without a hit: at the highest dose activity change, negative = inhibition, actives largely listed as inhibitors. AID 602179. hit rate 0.093% among 390,000; further: potency means the concentration at half of the fitted maximal effect; on the % scale 0 is the no-effect control and ±100 the full control effect; nearly all actives have a fitted effect of over 65% in size
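IDH1-R132H (0.5 ug/mL dispensed) in pH 7.5 Tris buffer was preincubated 30 min with compound, then given a substrate mix of 0.016 mM NADPH and 2 mM alpha-KG for 80 min at room temperature; remaining NADPH was read by diaphorase/resazurin fluorescence.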
TRHR ag = TRH receptor (human) agonism; TRHR cells, calcium flux fluo-8, FDSS agonist mode; hit rate 0.18% among 360,000; AID 493084; activation, % at 2 µM; in the data active means activation above about 30%; further: 0% is about no effect
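TRHR-expressing cells loaded with fluo-8 calcium dye; 23 nL library compound pin-transferred, kinetic FDSS fluorescence (Ex 480/Em 530) recorded about 180 s for agonist-induced calcium release, before a 10 nM TRH EC20 addition for potentiator mode.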
Numbers without * were called inactive; u = inconclusive; x = no result given; [ ] = another dose, or the depositor's remark. Unless noted, the call rests on the fitted dose curve; in most records, active means well fitted inhibition curve with a large enough effect; inconclusive means small, poorly fitted or top-dose-only effect; inactive means no such curve, though single readings can be large or run the other way.

1. CCC(C)[C@@H](C(=O)Nc1ccc2c(c1)OCO2)N1Cc2ccccc2C1=O (stereo partly specified)
2. CC(=O)Nc1ccc(S(=O)(=O)NNC(=S)NCC2CCCO2)cc1 (stereo unspecified)
3. CC(C)n1c(C(O)c2ccc3c(c2)OCO3)nc2ccccc21 (stereo unspecified)
4. Cc1c(C(=O)N2CCCC2)oc2c1-c1nn(CC(=O)NCc3cccc(Br)c3)cc1CC2
5. O=CN1CCN(C(=O)c2cccc3c2-c2ccccc2C3=O)CC1
assay / entry,1,2,3,4,5
Pin1 inh,-1%,-13%,-5%,1%,-3%
rTrxR1 inhibitor,28%,8%,11%,-13%,10%
TRHR PAM,2,1,7,0,12
D2 antagonist,3,-10,-24,x,7
USP1 inh,-19%,-20%,-18%,-5%,-23%
D2 ag,0.8,1.9,-0.4,x,0.6
TrxR1 substrate,-1%,13%,8%,2%,-1%
mIDH1 inhibitor,-7%,12%,2%,-3%,-6%
TRHR ag,-0.5,0.4,-0.2,-0.4,-0.3

Given with tabs: entries from further up.
item	SMILES	Pin1 inh	rTrxR1 inhibitor	TRHR PAM	D2 antagonist	USP1 inh	D2 ag	TrxR1 substrate	mIDH1 inhibitor	TRHR ag
4	Cc1c(C(=O)N2CCCC2)oc2c1-c1nn(CC(=O)NCc3cccc(Br)c3)cc1CC2	1%	-13%	0	x	-5%	x	2%	-3%	-0.4
1	CCC(C)[C@@H](C(=O)Nc1ccc2c(c1)OCO2)N1Cc2ccccc2C1=O (stereo partly specified)	-1%	28%	2	3	-19%	0.8	-1%	-7%	-0.5
2	CC(=O)Nc1ccc(S(=O)(=O)NNC(=S)NCC2CCCO2)cc1 (stereo unspecified)	-13%	8%	1	-10	-20%	1.9	13%	12%	0.4
5	O=CN1CCN(C(=O)c2cccc3c2-c2ccccc2C3=O)CC1	-3%	10%	12	7	-23%	0.6	-1%	-6%	-0.3

Further records:
6. COc1ccc(Cl)cc1NC(=O)CN1CCC(NC(=O)C2CC2)CC1
7. CCOc1ccc(-n2c(O)c(/C=N/c3ccnn3Cc3ccncc3)c3ccccc3c2=O)cc1
8. O=c1c2sc3ccccc3c2n(Cc2cccc(Cl)c2)c(=O)n1Cc1ccco1
9. COc1ccc(CCNC(=O)CCNC(=O)c2ccccc2Cl)cc1
10. O=C(COC(=O)C1(c2cccc(F)c2)CCCC1)NCc1ccc2c(c1)OCO2
assay / entry,6,7,8,9,10
Pin1 inh,1%,u,24%,-3%,10%
rTrxR1 inhibitor,3%[57.1 µM],-2%,-34%,-4%[57.1 µM],4%
TRHR PAM,-2,1,1,-2,2
D2 antagonist,24,-8,x,7,-3
USP1 inh,1%,-19%,-24%,-7%,-15%
D2 ag,-0.6,-0.5,0.4,-0.7,-1.3
TrxR1 substrate,3%[57.1 µM],8%[57.1 µM],11%,6%[57.1 µM],-3%
mIDH1 inhibitor,2%,0%,14%,-2%,3%
TRHR ag,-2.0,-2.0,1.1,-0.4,-1.7

11. O=C(C1=C[C@H](c2coc3ccccc3c2=O)C[C@H](OCCCCO)O1)N1CCN(Cc2ccc3c(c2)OCO3)CC1
12. COc1ccc(-c2csc(C3=C(O)CN(C(C)C)C3=N)n2)cc1OC
13. C=CCn1c(SCC(N)=O)nc2scc(-c3ccc(C)o3)c2c1=O
14. CCOc1ccccc1N1CCN(C(=O)c2cc(C)oc2C)CC1
15. O=C(O)c1ccc(/C=N/Nc2nc(N3CCCCC3)nc(N3CCCCC3)n2)cc1
assay / entry,11,12,13,14,15
Pin1 inh,-5%,32%[activator],11%,12%,-1%
rTrxR1 inhibitor,12%,4%,u,-7%,-3%
TRHR PAM,0,3,20,-1,-1
D2 antagonist,-6,2,-1,-9,1
USP1 inh,-15%,-23%,-6%,-12%,-13%
D2 ag,0.5,0.0,0.0,0.1,0.2
TrxR1 substrate,-1%,-4%,-11%,-1%,-10%
mIDH1 inhibitor,22%,16%,-5%,-1%,-5%
TRHR ag,0.1,0.2,0.6,-0.4,-0.2

16. COC(=O)c1ccc2c(c1)C(=O)/C(=C/c1ccc(O)cc1)O2
17. CC(O)CNc1nc2sc3c(c2c(=O)n1Cc1ccco1)CCCCC3 (stereo unspecified)
18. O=C1N(Cc2cccc(Cl)c2)C[C@@H]2C[C@@H](c3cccn3-c3ccccn3)N3CCC[C@@]123
19. O=C(Nc1cccc(F)c1)C1CCCN(C(=O)c2ccc(Cl)cc2)C1 (stereo unspecified)
20. C(=N\c1nc2ccccc2n1Cc1ccccc1)/c1cccs1
assay / entry,16,17,18,19,20
Pin1 inh,u,3%,13%,-7%,-11%
rTrxR1 inhibitor,-9%,15%,u,25%,10%
TRHR PAM,-6,4,10,5,-2
D2 antagonist,-15,4,x,4,17
USP1 inh,-16%,-12%,-25%,-24%,0%
D2 ag,17,0.4,x,-0.5,0.3
TrxR1 substrate,-7%,-2%,5%,-1%,4%
mIDH1 inhibitor,1%,5%,-9%,-5%,2%
TRHR ag,31*,-0.5,-1.7,0.1,0.1

21. CC(C)(C)OC(=O)NCCCCCNC(=O)c1nc[nH]c1C(=O)N1CCN(c2ccccc2)CC1
22. COC(=O)COc1ccc(Oc2cc(C)nc(SC)n2)nn1
23. C=CCN(N=Nc1cccc([N+](=O)[O-])c1)c1cccc([N+](=O)[O-])c1
24. CCN(CC)CCn1c(-c2ccccc2)nc(=S)c2c1CC(C)(C)OC2
25. COC(=O)CCN(C(=O)c1cccc([N+](=O)[O-])c1)c1ccccn1
assay / entry,21,22,23,24,25
Pin1 inh,1%,-7%,2%,1%,-5%
rTrxR1 inhibitor,13%[57.1 µM],2%,-15%,-17%,13%
TRHR PAM,x,10,-5,-4,-2
D2 antagonist,x,x,-8,-5,4
USP1 inh,-3%,-8%,-2%,-4%,-2%
D2 ag,x,x,0.2,1.3,2.2
TrxR1 substrate,4%[57.1 µM],7%,-1%,-9%,-1%
mIDH1 inhibitor,-10%,3%,6%,8%,-11%
TRHR ag,x,-0.1,1.1,0.4,0.6

26. Cc1ccc2c(C)c(C(=O)N(Cc3ccc(N(C)C)cc3)C3CCS(=O)(=O)C3)oc2c1 (stereo unspecified)
27. Nc1nc(SCC(=O)Nc2cc(S(=O)(=O)N3CCOCC3)ccc2Cl)n[nH]1
28. O=C(O)C(O)C(O)c1nc2ccccc2[nH]1 (stereo unspecified)
29. Cc1cccc(CN2CCSc3sccc3C2=O)c1
30. COc1cccc(NC(=O)CCC2CCN(C(=O)c3sccc3C)CC2)c1
assay / entry,26,27,28,29,30
Pin1 inh,1%,-8%,-9%,1%,-7%
rTrxR1 inhibitor,8%[57.1 µM],22%[57.1 µM],15%[57.1 µM],17%[57.1 µM],-15%
TRHR PAM,6,-4,-2,-4,9
D2 antagonist,-8,-13,6,x,-12
USP1 inh,-23%,0%,-3%,-3%,-5%
D2 ag,-0.1,0.2,0.4,x,-1.0
TrxR1 substrate,6%[57.1 µM],8%[57.1 µM],4%,6%[57.1 µM],-11%
mIDH1 inhibitor,6%,4%,7%,4%,9%
TRHR ag,-0.4,0.3,0.3,-0.8,-0.4

31. CCc1ccccc1NC(=O)c1cc(S(=O)(=O)NCCc2ccc(OC)c(OC)c2)ccc1F
32. CC1CCN(c2ncccc2C(=O)O)CC1
33. O=C(Nc1ncccn1)c1cc(-c2cccc(Br)c2)nc2ccccc12
34. CC(C)C(=O)N1CCC(Cc2ccccc2)CC1
35. Cc1cc(N)c(-n2cc3c(c2-c2ccc(Br)cc2)c(=O)n(C)c(=O)n3C)cc1C
assay / entry,31,32,33,34,35
Pin1 inh,-1%,-6%,11%,5%,4%
rTrxR1 inhibitor,-17%[57.1 µM],21%,-2%,5%,29%
TRHR PAM,0,6,-3,5,-1
D2 antagonist,x,-25,6,8,x
USP1 inh,-4%,-11%,-13%,3%,-26%
D2 ag,-0.5,0.7,-0.1,-0.3,1.4
TrxR1 substrate,-4%[57.1 µM],9%,-6%,-2%,3%
mIDH1 inhibitor,0%,-6%,7%,8%,-14%
TRHR ag,-1.0,0.1,0.5,0.1,1.3

36. Cc1oc2c(C)c(O)ccc2c(=O)c1-c1ccc2ccccc2n1
37. O=C(Nc1nnc(C2CC2)s1)C1CCCO1 (stereo unspecified)
38. CCCC(=O)Nc1nc(CC(=O)OCC)cs1
39. O=c1cc(Cc2nnc(SCc3ccccc3)n2-c2ccc(Cl)cc2)[nH]c(=O)[nH]1
40. O=C(/C=C/c1ccco1)NC(=S)Nc1ccc(Cl)cn1
assay / entry,36,37,38,39,40
Pin1 inh,1%,-4%,-2%,-4%,19%
rTrxR1 inhibitor,3%,3%[57.1 µM],19%,1%,u
TRHR PAM,-11,1,6,-1,-3
D2 antagonist,44*,3,3,-14,-19
USP1 inh,-6%,-11%,4%,-22%,-14%
D2 ag,-0.3,-0.1,-0.6,1.3,0.2
TrxR1 substrate,-1%,5%[57.1 µM],-4%[57.1 µM],-2%,-2%
mIDH1 inhibitor,12%,4%,-1%,9%,-2%
TRHR ag,0.4,0.6,-0.8,1.3,0.1

41. CC12CCC(c3n[nH]c(=S)nc31)C2(C)C (stereo unspecified)
42. Cc1c(C(C)CCCO)oc(=O)c2c1Oc1c(C)c(C(C)C[C@@H](C)O)oc(=O)c1C2 (stereo partly specified)
43. COc1ccc(CN2CCNC(=O)C2CC(=O)NCc2cn3ccc(C)cc3n2)c(OC)c1 (stereo unspecified)
44. CC(=O)Nc1cccc(N=NN2CCOCC2)c1
assay / entry,41,42,43,44
Pin1 inh,-3%,6%,0%,-2%
rTrxR1 inhibitor,u,4%,u,9%[57.1 µM]
TRHR PAM,5,1,-3,-4
D2 antagonist,-4,17,2,-1
USP1 inh,-9%,u,-4%,-1%
D2 ag,-0.2,-0.2,1.0,-0.2
TrxR1 substrate,-10%,3%,21%,-6%
mIDH1 inhibitor,4%,-19%,-3%,1%
TRHR ag,1.8,-0.1,1.0,-1.0

Bioassay records: PubChem BioAssay, National Center for Advancing Translational Sciences (NCATS)

Some of the compounds tested; the hit share may differ from the screen's.
